NCOA1 inh = human NCOA1 inhibition; inhibition, % at 3.6 µM; 360,000 compounds, 0.12% hits; AID 588354; Q15788; HEK293 GAL4-SRC1 luciferase reporter, luminescence;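 active = inhibition above the campaign mean plus 3 SD, with each screening campaign given its own cutoff, cut at about 60% in these data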;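 also: 0% = DMSO treated cells and 100% = gossypol at 36 µM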
TWEAK Fn14 block = blocks TWEAK-Fn14 interaction in a reporter cell assay. 360,000 compounds, 2% hits. TWEAK-stimulated Fn14 reporter cells, luciferase luminescence, 8 h. inhibition, % at 10 µM; in the data active = inhibition above about 50%
TRAIL sens C8 = sensitizes caspase-8 expressing cells to TRAIL; NB7+C8 cells + TRAIL, ATPlite viability luminescence; inhibition (viability loss, TRAIL sensitization), % at 10 µM; 360,000 compounds, 1% hits;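 active = compounds causing at least 50% loss of cell viability in the single-dose screen, relative to plate controls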
EBV LMP1 NFkB = Epstein-Barr LMP1 NF-kappaB reporter inhibition; LMP1-induced NF-kappaB luciferase reporter cells, luminescence; inhibition, % at 12.5 µM; 350,000 compounds, 0.69% hits; in the data active = inhibition above about 41%;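 also: 0% = neutral control wells and 100% = reference inhibitor control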
NR2F2 inh = blocks human COUP-TFII nuclear receptor | P24468 | HEK293T NGFI-A luciferase reporter, luminescence | inhibition, % at 8.6 µM | 370,000 compounds, 0.7% hits | AID 686940;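 active = inhibition above a per-plate cutoff, mean inhibition of test wells between control levels plus 3 SD, cut at about 38% in these data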;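 also: cells cotransfected with COUP-TFII expression vector driving the NGFI-A reporter; 0% = median of COUP-TF2 test wells and 100% = reporter-only cells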
Target sequence (P24468 whole entry, looked up): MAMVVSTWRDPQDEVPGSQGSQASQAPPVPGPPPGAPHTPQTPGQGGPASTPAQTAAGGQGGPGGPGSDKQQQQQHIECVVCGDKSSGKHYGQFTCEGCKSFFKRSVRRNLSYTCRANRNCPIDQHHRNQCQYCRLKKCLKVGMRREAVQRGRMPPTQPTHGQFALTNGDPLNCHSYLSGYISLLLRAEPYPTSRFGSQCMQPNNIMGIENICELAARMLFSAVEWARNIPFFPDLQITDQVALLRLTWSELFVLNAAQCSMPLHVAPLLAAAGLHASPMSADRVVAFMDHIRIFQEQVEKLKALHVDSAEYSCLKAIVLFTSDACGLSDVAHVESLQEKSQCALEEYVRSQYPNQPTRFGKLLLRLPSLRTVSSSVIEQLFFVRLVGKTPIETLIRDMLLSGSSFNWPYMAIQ
SRC3 inh = inhibits human SRC3 coactivator. Q9Y6Q9. HEK293 GAL4-SRC3 luciferase reporter, luminescence. inhibition, % at 3.6 µM. 360,000 compounds, 0.17% hits. AID 588352;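 active = inhibition above a per-campaign cutoff, the mean of all compounds plus 3 SD, cut at about 60% in these data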;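 also: 0% = DMSO-treated cells and 100% = gossypol-treated cells at 36 µM; higher means less SRC3-driven luciferase light from the GAL4 reporter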
CF NFkB inh = inhibitors of cystic fibrosis induced NF-kB. KKLEB NF-kB-GFP reporter, PAF-induced, GFP fluorescence overnight. inhibition, % at 5 µM. 360,000 compounds, 0.86% hits. AID 588850;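 active = at least 50% inhibition at 5 µM, scaled per plate between neutral and stimulator controls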;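 also: PAF is a Pseudomonas aeruginosa culture filtrate used as stimulus; plate controls were PAF-stimulated DMSO wells for no effect and unstimulated DMSO wells for full effect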
TROY signal inh = inhibitors of TROY-dependent NF-kB signaling. Q293 LMP1-TROYcd NF-kB luciferase reporter, 4 h. inhibition, % at 10 µM. 360,000 compounds, 0.98% hits. AID 1347056;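 active = compounds whose plate-normalised and pattern-corrected inhibition of the luciferase reporter signal at the single screening dose is 50% or more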
LRH-1 inv ag = suppresses constitutive activity of human LRH-1; HEK293T StAR-luciferase reporter, LRH-1 transfected, 24 h; inhibition, % at 3.6 µM; 360,000 compounds, 0.13% hits;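 active = inhibition above the mean inhibition of all tested compounds plus 3 SD, cut at about 73% in these data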;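 also: 0% = DMSO wells and 100% = reporter-only cells lacking LRH-1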
Target sequence (O00482 whole entry, looked up): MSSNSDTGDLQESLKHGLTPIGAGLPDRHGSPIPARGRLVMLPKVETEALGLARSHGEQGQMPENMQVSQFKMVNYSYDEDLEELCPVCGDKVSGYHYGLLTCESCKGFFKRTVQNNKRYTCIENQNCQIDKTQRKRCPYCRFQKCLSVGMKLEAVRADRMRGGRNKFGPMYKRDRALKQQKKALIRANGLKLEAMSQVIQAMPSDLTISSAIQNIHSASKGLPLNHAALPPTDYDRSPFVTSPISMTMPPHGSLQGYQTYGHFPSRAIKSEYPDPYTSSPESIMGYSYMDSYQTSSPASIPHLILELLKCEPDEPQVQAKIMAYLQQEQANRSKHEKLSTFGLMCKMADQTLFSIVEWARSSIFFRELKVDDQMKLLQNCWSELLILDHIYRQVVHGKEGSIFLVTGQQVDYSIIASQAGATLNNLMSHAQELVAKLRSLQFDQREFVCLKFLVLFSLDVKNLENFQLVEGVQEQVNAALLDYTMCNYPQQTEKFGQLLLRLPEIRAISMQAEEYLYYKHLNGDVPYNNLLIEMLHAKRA
KKLEB cytotox = counter-screen for CF NF-kB inhibitors: cytotoxicity | 360,000 compounds, 0.36% hits | KKLEB CF airway cells viability, ATPlite luminescence, overnight; hits give low values; cells stimulated with P. aeruginosa culture filtrate | activity change (cytotoxicity), % at 5 µM;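 active = corrected activity change at or below -50% at 5 µM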
Shn3 inh set2 = Schnurri-3 reporter inhibition in Clone20 osteoblasts | inhibition, % at 12.5 µM | Clone20 osteoblast Shn3 3'UTR firefly luciferase, 24 h | 360,000 compounds, 0.52% hits | AID 588674;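 active = mean inhibition of at least 75% with every replicate also reaching 75%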;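 also: 0% = median of neutral control wells and 100% = pilot-screen positive control compound; some compounds past the cut are filed as inactive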
The depositor's hits bear a star; x = no result given. This is a subset; rates above refer to the full screens.

smiles | NCOA1 inh | TWEAK Fn14 block | TRAIL sens C8 | EBV LMP1 NFkB | NR2F2 inh | SRC3 inh | CF NFkB inh | TROY signal inh | LRH-1 inv ag | KKLEB cytotox | Shn3 inh set2
O=C1C=C(NCc2ccccc2)c2ccccc2C1=O | -19 | 69* | 1 | -12 | 26 | 4 | 30 | 25 | 39 | 6 | 37
CCOc1cccc2sc(N(CCCN(C)C)C(=O)Cc3ccccc3)nc12 | 10 | 1 | 11 | 0 | 21 | 8 | -2 | 4 | 14 | 6 | -14
O=C(CSc1nc2ccccc2[nH]1)Nc1c(F)cccc1F | -7 | -8 | -5 | 2 | -5 | -9 | 3 | -4 | 18 | 1 | 0
O=C(C[n+]1ccc(C(=O)NCc2ccccc2)cc1)c1ccc(F)cc1 | x | -10 | -12 | x | 3 | x | x | -3 | 12 | x | x
Cc1cc(C(F)(F)F)n2nc(-c3cnn(C)c3C(F)(F)F)c(Cl)c2n1 | 10 | 4 | 8 | -7 | -4 | 12 | 3 | 7 | 16 | -14 | 2
COc1cc2cc(CCCOC(=O)c3cc(OC)c(OC)c(OC)c3)oc(=O)c2cc1OC | 8 | -11 | 5 | 3 | -4 | 5 | -2 | -7 | 9 | 14 | -15
CSc1ccc(C2c3[nH]c4ccccc4c3CCN2C(=O)c2ccnn2C)cc1 (stereo unspecified) | -113 | -49 | 45 | -20 | -60 | -98 | -13 | -48 | -47 | 4 | 0
COc1cc(NC(=O)c2c(Cl)cnn2C)c(OC)cc1Cl | -2 | -25 | -3 | 5 | 7 | 6 | -50 | -17 | -1 | 6 | -3
CCN(CC(=O)Nc1c(F)cccc1F)C(=O)c1ccc(Cl)c(S(=O)(=O)N2CCCCC2)c1 | 6 | -13 | -6 | 9 | -2 | 10 | 2 | -13 | 5 | 2 | 20
c1cnc2c(-c3ccc4nccn4c3)cccc2c1 | -15 | 11 | -30 | x | 8 | -3 | -4 | 19 | 1 | -7 | -6
Nc1nc(SCC(=O)Nc2cc(Cl)c(Cl)cc2Cl)n[nH]1 | 15 | 5 | 8 | -4 | 9 | -16 | -2 | -17 | -4 | 26 | 12
Cc1ccc(/C=N/n2c(C)nnc2C)s1 | -5 | 8 | -3 | -4 | -9 | 8 | -14 | -3 | 7 | 4 | -1
Cc1cccc(C(=O)OC2CCCN(C)C2)c1C (stereo unspecified) | -13 | 15 | -21 | -9 | -12 | 17 | 4 | -9 | -24 | 2 | -8
COc1cccc(C(=O)N2c3cc(C)ccc3OCC2C(C)(C)C)c1 (stereo unspecified) | 0 | 2 | -2 | 4 | 3 | -25 | 17 | -15 | 2 | -13 | 22
COc1ccc(C2C=C(C34CC5CC(CC(C5)C3)C4)NC(=S)N2)cc1OC (stereo unspecified) | -2 | -10 | -13 | -1 | 13 | 14 | 30 | 3 | -2 | -13 | 13
COc1ccc(OC)c(NC(=O)CN2C(=O)NC(C)(c3ccc4c(c3)OCCO4)C2=O)c1 (stereo unspecified) | 1 | 0 | 1 | -1 | -7 | 13 | 10 | 11 | 18 | 2 | -4
N#CCSc1nnc(-c2c[nH]c3ccccc23)o1 | -11 | -6 | -24 | -4 | 0 | -8 | -28 | 0 | 20 | 1 | -9
Cc1ccc(S(=O)(=O)N2CCN(CC(=O)Nc3ccnn3C3CCCC3)CC2)cc1 | -30 | 14 | -14 | -1 | 12 | 28 | 3 | -9 | -1 | -31 | 3
O=C(c1ccc(-c2ccc(Cl)cc2Cl)o1)N1CCOCC1 | -109 | -46 | 30 | -23 | -38 | -97 | 2 | -35 | -140 | -4 | -94
O=C(O)c1cccc2cccnc12 | -13 | 11 | -10 | 0 | 2 | 12 | 10 | 9 | 14 | 2 | 0
CCCOc1ccccc1Cn1c(=O)oc2ccc(C)cc21 | -20 | 0 | -2 | 8 | 17 | -12 | 8 | 4 | -8 | -4 | 26
CC(=O)C1CCC2C3CCC4=CC(=O)C=CC4(C)C3CCC12C (stereo unspecified) | 11 | -22 | -3 | 14 | 7 | -19 | -50 | 9 | -9 | 8 | 35
O=Cc1ccc(OC(=O)C2CC(=O)N(c3ccc(F)cc3)C2)cc1 (stereo unspecified) | -22 | 12 | 0 | 9 | 7 | 6 | 9 | 12 | 9 | -4 | 10
CCN(CC)c1ccc(C(=O)N/N=C(\C)c2ccc(O)cc2)cc1 | 2 | -10 | 9 | -16 | 8 | 7 | -13 | -7 | -50 | -11 | -1
O=C(Nc1ccc2c(c1)OCO2)c1csc([C@@H]2C[C@H](O)[C@@H](CO)O2)n1 | -8 | 6 | 1 | x | -20 | -10 | 2 | -3 | -3 | 11 | -11
O=C1CCc2cc(S(=O)(=O)N3CCC(C(=O)NC4CCCCCCC4)CC3)ccc2N1 | 11 | 5 | -6 | 10 | 8 | 2 | -13 | 2 | -18 | -2 | 9
O=C(NCc1ccccc1)C1Cc2c(-c3cccc(F)c3)ccnc2O1 (stereo unspecified) | 5 | 15 | 12 | x | -17 | 0 | 38 | -2 | 20 | -18 | 15
CCOC(=O)C=C1CCN(c2ncc(C(F)(F)F)cc2Cl)CC1 | 1 | 11 | -2 | -19 | -14 | -10 | 2 | 9 | 6 | 5 | -6
COc1ccccc1OCCCOc1ccc(/C=C2\SC(=O)NC2=O)cc1OC | -3 | 14 | 5 | -6 | 14 | -1 | 17 | 27 | -19 | -6 | 9
COCCSc1ccccc1C(=O)NCCc1ccccc1 | 2 | -10 | -7 | 0 | 0 | 5 | -13 | 2 | 6 | 19 | 5
Cc1noc(C)c1COC(=O)c1cc(F)c(F)cc1Cl | 6 | 0 | -5 | -4 | 7 | 36 | 10 | -16 | -5 | -4 | -13
CC(C)(C)C(=O)OCOC(=O)[C@@H]1N2C(=O)[C@@H](N=CN3CCCCCC3)[C@H]2SC1(C)C | 2 | -47 | 18 | -2 | 8 | -2 | 10 | -13 | -10 | 1 | -6
C=CCNC(=O)c1onc(CSc2ccc(F)cc2)c1C(=O)NCC=C | 9 | 1 | 0 | 10 | 5 | -1 | -17 | -2 | 3 | -3 | -47
CCC1=C(NCc2ccccc2)COC1=O | -2 | -8 | -3 | -1 | -16 | 0 | 5 | -10 | -16 | 13 | -14
O=C(C[C@@H]1C/C=C\C[C@H](NC(=O)OCC2c3ccccc3-c3ccccc32)C(=O)OC[C@H]2CCCN2C1=O)N[C@H](CO)Cc1ccccc1 | -1 | -16 | -1 | 10 | 3 | -27 | -1 | -18 | 12 | -2 | 80
CC(=O)Cc1nsc(NC(=O)c2oc(-c3ccccc3Cl)cc2C)n1 | -24 | 5 | 8 | -6 | -1 | 3 | -1 | 14 | -9 | -4 | -2
COc1cc(/C=C2\C(=O)N(c3ccc(NC(C)=O)cc3)N=C2c2ccccc2)ccc1O | 1 | 7 | -3 | 9 | 12 | -12 | -10 | -17 | 6 | 5 | 9
CCNc1ccc(S(=O)(=O)NCCN(C)C)cc1[N+](=O)[O-] | -11 | -7 | -3 | -6 | -9 | 15 | 8 | 0 | 24 | -30 | x
O=S(NCc1ccccc1)C12CC3CC(CC(C3)C1)C2 (stereo unspecified) | 2 | 17 | 11 | 1 | 11 | 22 | 2 | -6 | 13 | -11 | -5
COc1ccc(C2NC(=O)C(C)S2)cc1 (stereo unspecified) | -2 | 19 | -4 | -1 | -1 | -3 | 7 | -6 | -7 | -5 | -13
NC(=O)c1ccsc1NC(=O)CN1C(=O)C2CC=CCC2C1=O (stereo unspecified) | 2 | 6 | 3 | -14 | -8 | -9 | -2 | 10 | 9 | 8 | 3
COc1ccc(NS(=O)(=O)c2ccc(N3CC(O)=C(c4ccccc4)C3=N)cc2)cc1 | -3 | -16 | -21 | -1 | -7 | -3 | -6 | 10 | 6 | 6 | 25
CCN(CC)S(=O)(=O)c1ccc(N2CC(C(=O)N3Cc4ccccc4CC3C(N)=O)CC2=O)cc1 (stereo unspecified) | 7 | -23 | 13 | 1 | -6 | 3 | 3 | 3 | 5 | 3 | -7
O=c1[nH]c2c(s1)C=Nc1ccccc1N2 | -84 | -16 | -5 | -14 | -18 | -25 | -36 | -54 | -68 | -2 | -14
COc1ccc(-n2ccnc(SCC(=O)NC3CCCC3)c2=O)cc1 | 7 | -15 | -11 | 1 | 5 | -2 | 15 | 3 | 0 | -17 | 6
COc1ccc(C(=O)Cn2ccsc2=NC(C)=O)cc1 | -6 | 9 | -4 | 9 | 2 | 8 | -6 | -23 | 6 | -42 | -2
CC(C)CN(C(=O)COC(=O)c1ccc(-c2ccccc2)cc1)C1CCS(=O)(=O)C1 (stereo unspecified) | -5 | 3 | -12 | 0 | -9 | 6 | 10 | -29 | 12 | 2 | 8
Cc1cc(/C=N/n2cnnc2)c(C)n1-c1ccccc1 | -11 | 4 | -10 | 3 | -15 | -2 | -5 | -3 | -1 | -6 | -20
CCOc1nc2ccccc2cc1/C=C/C(=O)O | -38 | -2 | -1 | 5 | -8 | 2 | -2 | -23 | 11 | -1 | 6
COC(=O)c1cc(NC(=O)c2ccc(F)cc2)cc(C(=O)OC)c1 | -2 | 8 | -6 | -6 | -17 | 6 | -7 | 7 | 8 | -7 | 3

(further entries)
smiles | NCOA1 inh | TWEAK Fn14 block | TRAIL sens C8 | EBV LMP1 NFkB | NR2F2 inh | SRC3 inh | CF NFkB inh | TROY signal inh | LRH-1 inv ag | KKLEB cytotox | Shn3 inh set2
CN(C)C(=O)COC(=O)c1ccccc1NC(=O)c1ccco1 | 4 | -11 | -5 | 15 | -11 | -17 | -6 | -7 | 2 | 10 | -8
CC(C)=CCn1c2ccc(NC(=O)Nc3ccc(N(C)C)cc3)cc2c(=O)n1C | -8 | -6 | -1 | x | -1 | -5 | -6 | -12 | -5 | -7 | -23
CN1CCN(C2Cc3cc(Cl)ccc3Sc3cc(F)ccc32)CC1 (stereo unspecified) | 5 | -16 | 6 | -10 | 15 | 27 | 26 | 9 | -8 | -7 | 23
Cc1c(C)c([N+](=O)[O-])c(C)c(C)c1N | 2 | 15 | -5 | -14 | -1 | 9 | -6 | -3 | -7 | -5 | 18
Cc1ccsc1/C=N/NC(=O)c1sccc1C | -108 | 1 | 18 | -5 | -50 | -81 | -10 | -46 | -133 | 2 | -70
O=C(Nc1nccs1)c1cccc(NC(=O)c2ccco2)c1 | 8 | -8 | 1 | 9 | 10 | 3 | -5 | -12 | 5 | 5 | -19
O=C(C1=C(O)C(=O)N(CC2CCCO2)C1c1ccccc1F)c1ccco1 (stereo unspecified) | -5 | -1 | -14 | -2 | -5 | 9 | 2 | -18 | 2 | 5 | -5
COc1ccc2cc(Br)ccc2c1CC(=O)NCCCN1CCOCC1 | -4 | 8 | -4 | -2 | 24 | 15 | -1 | 13 | 7 | 6 | -45

High-throughput results deposited in PubChem BioAssay by several laboratories.
